# MLLE-PAM2 inh = blocks PAM2 peptide binding to the PABP1 MLLE domain. P11940. GST-MLLE / FITC-PAM2 fluorescence polarization. inhibition, % at 20 µM. 0.36% of 360,000 active. AID 588489; in the data active means inhibition above about 35%, passing the limit was not always enough;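 further: plate controls were DMSO wells with GST-MLLE for no effect and wells lacking GST-MLLE protein for full effect; some results filed as inactive read as strong as hits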
# CSN deneddyl inh = blocks human CSN-mediated cullin deneddylation; Q92905; Purified CSN, SCF-Nedd8-OG deneddylation, fluorescence polarization; inhibition, % at 12.5 µM; 0.38% of 360,000 active; AID 651999;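 active means pattern-corrected inhibition above about 35%, with an unprinted fluorescence ratio check between 0.5 and 1.5, limit read from the data, passing the limit was not always enough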;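 further: 0% = enzyme with substrate and 100% = substrate without enzyme; some results filed as inactive read as strong as hits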
# Target sequence (Q92905 whole entry, looked up, one chain of several): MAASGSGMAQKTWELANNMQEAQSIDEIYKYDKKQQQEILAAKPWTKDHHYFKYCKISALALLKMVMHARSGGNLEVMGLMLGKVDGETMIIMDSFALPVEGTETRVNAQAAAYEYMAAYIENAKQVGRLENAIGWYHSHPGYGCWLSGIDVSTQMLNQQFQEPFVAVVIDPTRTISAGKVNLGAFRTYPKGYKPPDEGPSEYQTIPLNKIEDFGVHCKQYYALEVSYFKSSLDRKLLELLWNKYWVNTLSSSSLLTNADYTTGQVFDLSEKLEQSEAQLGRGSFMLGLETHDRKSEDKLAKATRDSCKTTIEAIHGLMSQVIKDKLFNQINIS
#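 test system = HEK293T-derived human Csn5 enzyme | amount = 0.24 nM Csn5 enzyme, final concentration | medium = Tris/NaCl/DTT buffer, pH 7.5 | schedule = 90 min reaction at room temperature | signal = FP | evaluation = inhibition of Csn5 cleavage, % | compound dosing = single dose of 12.5 µM compound with 0.25% DMSO | probe or stimulus = 10 nM SCFSkp2-Nedd8OG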
# MT1-MMP act inh = blocks activation of human MT1-MMP; HT1080 RFP-PRO-GFP cells, GFP/RFP ratio fluorescence, overnight; percent of plate control window, DMSO zero; GFP/RFP ratio change, % at 20 µM; 0.061% of 360,000 active; AID 651647;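 active means GFP/RFP ratio change of at least 30% with cell ATP level not reduced by more than half and red fluorescence within 50% of control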; further: strong numbers were not always called active
#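 Test system: HT1080 RFP-PRO-GFP cells; Benchmarks: DMSO and RFP-L50D-GFP cell wells; Timing: cells overnight before dosing, compound overnight, 37 °C, 5% CO2; Compound: one 20 µM compound dose with 1% DMSO; Read-out: GFP/RFP fluorescence ratio.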
# SKN-1 inh = blocks SKN-1 activity in C. elegans; C. elegans VP596 Pgst-4::GFP/RFP ratio, acrylamide-induced, 24 h; inhibition, % at 21.8 µM; 0.49% of 360,000 active; AID 624304;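 active means interference check ratio from 0.5 to 1.5 plus GFP to RFP signal ratio inhibition reaching or exceeding a fixed threshold, cut at about 30% in these data, passing the limit was not always enough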; further: some compounds called inactive have numbers as strong as hits
# Rpn11 inh = blocks the human proteasome subunit Rpn11. 0.59% of 360,000 active. O00487. human 26S proteasome, Ub4-pepOG fluorescence polarization; 20S core pre-blocked with epoxomicin. calls only at 20 µM;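 active means inhibition at 20 µM, scaled to each plate's controls, above about 33%, limit read from the data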
# Target sequence (O00487 whole entry, looked up): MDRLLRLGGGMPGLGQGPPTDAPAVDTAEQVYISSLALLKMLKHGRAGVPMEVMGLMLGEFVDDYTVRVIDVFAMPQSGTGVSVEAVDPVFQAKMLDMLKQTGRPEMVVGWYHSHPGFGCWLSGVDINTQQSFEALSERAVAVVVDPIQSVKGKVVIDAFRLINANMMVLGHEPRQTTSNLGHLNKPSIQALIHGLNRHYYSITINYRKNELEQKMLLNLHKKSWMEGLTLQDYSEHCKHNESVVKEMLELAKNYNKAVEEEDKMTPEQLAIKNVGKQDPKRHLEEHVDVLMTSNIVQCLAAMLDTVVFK
# FAS-TE inh = inhibitors of human fatty acid synthase thioesterase domain | P49327 | recombinant FAS-TE, OMFH fluorogenic substrate, fluorescence endpoint | inhibition, % at 15 µM | 0.67% of 360,000 active | AID 602261;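 active means compounds whose normalised, plate-corrected inhibition of enzyme fluorescence in the single-dose primary screen is 50% or more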;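 further: 0% = DMSO with enzyme and 100% = substrate without enzyme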
# Neddylation inh = blocks human cullin neddylation | P61081+Q13564 | TR-FRET cullin neddylation, biochemical | calls only at 25 µM | 0.58% of 360,000 active | AID 651699; in the data active means inhibition above about 36%
# Rin1-Abl PPI inh = human Rin1-Abl interaction inhibition | P00519+Q13671 | TR-FRET Rin1/Abl binding, biochemical | inhibition, % at 7.35 µM | 0.4% of 360,000 active | AID 588664; in the data active means inhibition above about 5%, passing the limit was not always enough
# NadD inh = inhibitors of Staphylococcus aureus NadD; 0.78% of 360,000 active; inhibition, % at 20 µM; purified NadD enzyme, colorimetric absorbance read-out; AID 602399; in the data active means inhibition above about 26%; further: some compounds past the cut are filed as inactive
# * = called active by the depositor; i = inactive; . = not tested or not shown.
SMILES,MLLE-PAM2 inh,CSN deneddyl inh,MT1-MMP act inh,SKN-1 inh,Rpn11 inh,FAS-TE inh,Neddylation inh,Rin1-Abl PPI inh,NadD inh
COc1ccc(C(=O)C[n+]2ccc3c(c2)nc(-c2cc(OC)c(OC)cc2OC)n3C)cc1,3,-6,3,-1,i,-4,i,-1,0
CCCNC(=O)c1ccccc1N1CCN(CCCCN2C(=O)C3CCCCN3C2=O)CC1 (stereo not drawn),19,-3,0,-4,i,-6,i,2,-6
COc1ccc(O)c(C(=O)c2cnn(S(=O)(=O)c3ccc(C)cc3)c2)c1,-11,1,-8,-12,i,26,i,1,-4
CC(C)NC(=O)c1onc(CSc2cccc3ccccc23)c1C(=O)O,2,0,4,-6,i,-9,i,-2,-1
O=C(CSc1nnc(-c2cccnc2)n1CCN1CCCCC1)Nc1cccc(Cl)c1,-10,-2,-3,-4,i,-3,i,0,1
O=C(Nc1cccc(S(=O)(=O)Nc2ccc(Cl)cc2)c1)c1ccc[n+]([O-])c1,0,1,1,4,i,-1,i,-4,-7
CCOc1ccccc1NC(=O)C1CCCN(C(=O)Nc2ccccc2)C1 (stereo not drawn),-3,0,4,8,i,-1,i,1,4
COc1cc(OC)c(C2=NOC(C(=O)NCc3ccc4c(c3)OCO4)C2)cc1Cl (stereo not drawn),-17,1,8,7,i,60*,i,2,-5
C=CCOc1ccc(CNc2nn[nH]n2)cc1OC,8,0,-2,4,i,-14,i,2,-5
NC(=O)c1c(NC(=O)c2ccc([N+](=O)[O-])o2)sc2c1CCCC2,-3,1,0,24,i,7,i,-2,1
Cc1ccc(-n2c([C@@H]3C[C@H]3c3ccccc3)n[nH]c2=S)cc1,-50,-3,7,-12,i,-2,i,-2,0
Cc1c(OC(C)C(=O)NCC2CCC(C(=O)O)CC2)ccc2c1oc(=O)c1ccccc12 (stereo not drawn),8,2,10,9,i,-4,.,2,4
CC(C)C(=O)Nc1ccc(C(=O)NNC(=O)C(c2ccccc2)c2ccccc2)cc1,-11,-5,6,4,i,-13,i,0,-4
c1nc2n(n1)C1=C(CCCC1)C1(CCCCC1)N2,9,2,-3,14,i,0,i,0,-6
CCOC(=O)N1CCN(S(=O)(=O)c2ccc(C(=O)Nc3nc4c(s3)CC(C)CC4)cc2)CC1 (stereo not drawn),3,3,-3,-5,i,-10,i,-5,2
CCCCn1c(N)c(N(CC(C)C)C(=O)C2CCC2)c(=O)[nH]c1=O,18,5,-1,21,i,-3,i,-3,0
NS(=O)(=O)c1ccc(CCNC(=O)CCCOc2ccccc2)cc1,4,-12,3,-5,i,1,i,1,1
O=C(CSc1ncnc2c1cnn2-c1ccc(F)cc1)NC1CCCC1,7,0,2,2,i,33,i,-14,-8
CCC1Nc2ncnc(N3CCOCC3)c2N(Cc2ccc(C)cc2)C1=O (stereo not drawn),-7,2,-2,13,i,-1,i,3,4
O=C(CCOc1ccccc1)Nc1ccnn1C1CCN(Cc2ccccc2)CC1,3,-2,-3,-12,i,-4,i,-2,1
CC(=O)C1C(c2ccco2)c2c(noc2C)CC1(C)O (stereo not drawn),4,0,-1,-14,i,-3,i,2,-3
CCN(CC(=O)Nc1ccc2c(c1)OCCO2)C(=O)c1ccc(CS(C)(=O)=O)cc1,-16,0,-2,-10,i,-2,i,2,0
Cc1nc2nc[nH]n2c(=O)c1NS(=O)(=O)c1ccc(F)cc1,3,-2,-3,13,i,-2,i,-2,7
O=C(O)c1ccc(/C=N/NC(=O)c2cc(-c3cccs3)nc3ccccc23)cc1,18,-1,3,2,i,-8,.,-2,4

# Pulled by structure from the entries so far:
SMILES,MLLE-PAM2 inh,CSN deneddyl inh,MT1-MMP act inh,SKN-1 inh,Rpn11 inh,FAS-TE inh,Neddylation inh,Rin1-Abl PPI inh,NadD inh
CCOC(=O)N1CCN(S(=O)(=O)c2ccc(C(=O)Nc3nc4c(s3)CC(C)CC4)cc2)CC1 (stereo not drawn),3,3,-3,-5,i,-10,i,-5,2
O=C(CSc1ncnc2c1cnn2-c1ccc(F)cc1)NC1CCCC1,7,0,2,2,i,33,i,-14,-8
Cc1nc2nc[nH]n2c(=O)c1NS(=O)(=O)c1ccc(F)cc1,3,-2,-3,13,i,-2,i,-2,7

# (cont.)
SMILES,MLLE-PAM2 inh,CSN deneddyl inh,MT1-MMP act inh,SKN-1 inh,Rpn11 inh,FAS-TE inh,Neddylation inh,Rin1-Abl PPI inh,NadD inh
CCN(CC)C(=O)N1CCN(Cc2ccc3c(c2)OCO3)CC1,-5,6,5,7,i,-4,i,-8,3
COc1ccc2nc(NC(=O)C(NS(=O)(=O)c3cccc4nsnc34)C(C)C)sc2c1 (stereo not drawn),2,10,-3,13,i,-5,i,-2,1
CC1=C(C(=O)N2CCCCCC2)CC(CC(=O)NCCN2CCOCC2)C(=O)N1Cc1ccc(C(C)(C)C)cc1 (stereo not drawn),.,-3,6,-8,.,5,i,.,-7
Cc1cc(/C=N/NC(=O)c2ccsc2)c(C)n1-c1cnccn1,1,2,2,0,i,-6,i,2,1
O=S(=O)(N=C(NS(=O)(=O)c1ccc(Cl)cc1)c1ccccc1)c1ccc(Cl)cc1,-4,-5,-1,11,i,-1,i,3,1
CC(C)(C)S(=O)(=O)/C(C#N)=N/Nc1ccc(S(C)(=O)=O)cc1,0,-10,0,7,i,-4,i,4,-1
Cc1ccc(C2CC(C(F)F)n3ncc(C(=O)Nc4cnn(Cc5ccccc5C)c4)c3N2)cc1 (stereo not drawn),3,-1,-6,-21,i,34,i,-1,17
Cc1nnc(SCC(=O)N(C2CCCCC2)C2CCS(=O)(=O)C2)n1N (stereo not drawn),-15,4,2,-3,i,-5,i,1,-4
CC(C)(C)c1ccc(C(=O)NCC(=O)OCC(=O)Nc2ccc3c(c2)OCCO3)cc1,0,-3,3,0,i,10,i,-1,-9
Cc1ccc(C(C(=O)NC(C)(C)C)N(C(=O)CCC(=O)Nc2ccccn2)c2ccccc2F)cc1 (stereo not drawn),1,-2,-4,4,i,3,i,2,-5
CC(=O)Nc1ccc(C(=O)NCCCOC(C)C)cc1,3,4,2,4,i,-6,i,0,1
O=C(Nc1ccc2c(c1)OCO2)C1CCN(C(=O)c2ccc(Br)cc2)CC1,-14,-6,8,-13,i,12,i,2,2
CC1(C)CC(=O)C2(CC3=C(CC(C)(C)CC3=O)O2)C(=O)C1,5,-2,-4,-10,i,-8,i,-2,-3
Cc1onc(-c2c(F)cccc2Cl)c1C(=O)N1C=CC(C(F)(F)F)=NCC1,10,0,4,5,i,-7,i,-3,-8
CCOC(=O)[C@]12CCCC=C1N(Cc1cccc3ccccc13)C(=O)[C@H](CC(=O)N1CCOCC1)C2,.,0,-3,0,.,2,i,.,-2
Cc1ccccc1Nc1nnc(SCC(=O)N(C)C2CCS(=O)(=O)C2)s1 (stereo not drawn),-41,2,-1,-1,i,-8,i,5,5
Cc1cccc(C)c1Nc1nnc(SCC(=O)NC(=O)c2cccn2C)s1,-43,-6,1,-5,i,-11,i,0,3
c1ccc(OCCSc2ncnc3nc[nH]c23)cc1,-7,1,1,-2,i,-8,i,0,4
C#CCOCCOCCOCCNc1nc(N2CCN(C(=O)[C@H](CCC(=O)O)n3cc(C(N)CC(C)C)nn3)CC2)nc(N2CCN(C(=O)[C@H](CCC(=O)O)n3cc(C(N)CC(C)C)nn3)CC2)n1 (stereo partly drawn),9,2,-4,-11,i,-13,i,4,2
COc1ccc(-c2ccc(=O)n(Cc3cccc([N+](=O)[O-])c3)n2)cc1,-2,1,-6,0,i,44,i,-3,-7
Cn1c(O)c(N=NC(=O)C2COc3ccccc3O2)c2ccccc21 (stereo not drawn),9,-2,9,0,i,10,i,-9,-4
O=C(N[C@H](C(=O)O)c1ccccc1)C1CCC(Cn2cnc3ccccc3c2=O)CC1 (stereo partly drawn),-2,5,-2,12,i,-6,i,0,0
O=C(OCc1cn([C@H]2CN(Cc3cccs3)[C@@H](c3ccccc3)C[C@@H]2O)nn1)c1ccccc1,9,-6,0,-19,i,10,i,0,-3
COC(=O)/C(C#N)=C/c1occc1C,7,3,-14,-2,i,-10,i,-3,0
CCOc1ccccc1-c1nnc(SCC(=O)NC2CC3CCC2C3)n1CC (stereo not drawn),1,-10,0,0,i,-5,i,2,2
Cc1cccc(NS(=O)(=O)c2cc3c4c(c2)CCC(=O)N4CCC3)c1,-9,2,6,11,i,-62,i,0,-5
O=C(CSC1=Nc2ccccc2C2CC=NN12)NCc1ccco1 (stereo not drawn),24,-1,-6,10,i,-4,i,0,2
Cn1c(=O)c2cc(NC(=S)NC3CCCCC3)ccc2n1Cc1cccc(C(F)(F)F)c1,-29,-3,-3,0,i,0,.,-2,4
CCOc1ccc(NS(=O)(=O)c2ccc(C)c(C(=O)NCCCn3ccnc3)c2)cc1,6,-2,0,-11,i,-3,i,6,-4
Cc1ccc(-c2[nH]nc3c2C(c2ccsc2)C(C#N)=C(N)O3)cc1 (stereo not drawn),-9,-5,-3,0,i,-2,i,-2,5
COc1cccc(-c2nc(CS(=O)(=O)CC(=O)NCc3ccc4c(c3)OCO4)c(C)o2)c1,10,-3,1,17,i,1,i,1,-8
O=C1OCCN1C(=O)[C@H]1[C@H](c2ccc(F)cc2)C(c2ccccc2)=NN1c1ccc(Br)cc1,-4,5,-3,13,i,46,.,1,20
Cc1cccc(OCCSc2nnc(-c3ccoc3C)n2C)c1,-21,3,4,-23,i,-1,i,-3,1
Cc1ccc(NC(=O)CNC(=O)c2ccc3c(c2)OCO3)nc1,-4,4,0,8,i,-3,i,2,-2
COC(=O)/C=C1\OCc2cc(C)ccc21,.,5,4,9,.,.,i,.,.
Cc1ccc(S(=O)(=O)Nc2ccc(O)c3ncccc23)cc1,10,-4,0,16,i,7,i,0,10
NC(=O)c1cccc2cc3ccccc3cc12,2,-16,-2,8,i,-3,.,-2,-6
Cc1nn(C)c(C)c1Sc1ccc(Br)cc1,8,5,0,2,i,2,i,-1,-8
NC1=NC2(CCCC2)n2c(nc3ccccc32)N1,-18,4,-1,8,i,-5,i,0,8
O=C(Nc1ccc2c(c1)OCO2)c1noc2c1CCCC2,8,0,2,-2,i,0,i,1,-3
S=c1[nH]nc(-c2ccco2)n1/N=C/C=C/c1ccco1,-8,38*,-4,12,i,-6,i,4,-3
O=C(/C=C/c1ccccc1[N+](=O)[O-])NCCCn1ccnc1,9,7,1,1,i,-6,i,2,1
CC(=O)c1c(C)[nH]c(C(=O)OCC(=O)N2CC(=O)Nc3ccccc32)c1C,-22,0,4,4,i,-8,i,0,-3
C=CCn1c(SCc2ccccc2Cl)nnc1-c1sc2nc(C)cc(C)c2c1N,-117,2,5,-1,i,24,.,4,2
CCOc1ccc(NC(=O)Cn2c(=O)n(CCCC(=O)NC3CCN(Cc4ccccc4)CC3)c(=O)c3ccccc32)cc1,1,2,-4,-7,i,-2,i,2,-4
CC(C)N(C(=O)CSc1nc2ccccc2n1Cc1ccc(F)cc1)C(C)C,0,-4,-9,32,i,21,i,-2,1

# CSN deneddyl inh: hit marks shown above.
SMILES	MLLE-PAM2 inh	CSN deneddyl inh	MT1-MMP act inh	SKN-1 inh	Rpn11 inh	Neddylation inh	Rin1-Abl PPI inh	NadD inh
S=c1[nH]nc(-c2ccco2)n1/N=C/C=C/c1ccco1	-8	38*	-4	12	i	i	4	-3

# Two compounds from above, limited to CSN deneddyl inh and SKN-1 inh.
Molecule	CSN deneddyl inh	SKN-1 inh
NC(=O)c1cccc2cc3ccccc3cc12	-16	8
Cc1nn(C)c(C)c1Sc1ccc(Br)cc1	5	2

# Screening data: PubChem BioAssay, several laboratories
